Screening data from PubChem BioAssay.
S100A4 inh HTS: S100A4-myosin IIA interaction inhibition; P26447; 0.14% of 360,000 active; S100A4/TAMRA-MyoIIA peptide fluorescence polarization; inhibition, % at 10.7 µM;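 active means mean inhibition of at least 70% across replicates, with every replicate also reaching that level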
Target sequence (P26447 whole entry, looked up): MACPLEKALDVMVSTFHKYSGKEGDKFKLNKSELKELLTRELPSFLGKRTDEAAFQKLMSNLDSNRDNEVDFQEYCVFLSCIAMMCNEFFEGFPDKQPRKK
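incubation = readout 5 min after mixing, signal stable up to 60 min | system = S100A4 monomer protein | buffer or medium = HEPES pH 7.2 with CaCl2, KCl, NaCl, DTT, Triton | benchmarks = neutral control DMSO, positive control TFP | also added = fluorescent myosin IIA peptide, 5 nM | compound dosing = one concentration per compound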
CASP6 VEID inh: blocks human caspase-6 cleavage activity; inhibition, % at 12.5 µM; purified caspase-6, Z-VEID-R110 cleavage fluorescence; AID 686996; 0.53% of 350,000 active;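 active means mean inhibition across replicates at least about 35%, with every replicate also reaching that limit, limit read from the data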;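 further: 0% = median of neutral control wells and 100% = no fluorescence left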
Target sequence (P55212 24-179 limits assumed): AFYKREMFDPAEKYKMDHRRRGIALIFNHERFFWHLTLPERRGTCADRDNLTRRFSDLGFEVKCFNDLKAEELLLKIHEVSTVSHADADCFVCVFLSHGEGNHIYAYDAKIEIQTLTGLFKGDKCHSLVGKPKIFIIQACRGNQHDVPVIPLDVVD
Target sequence (P55212 194-293 limits assumed): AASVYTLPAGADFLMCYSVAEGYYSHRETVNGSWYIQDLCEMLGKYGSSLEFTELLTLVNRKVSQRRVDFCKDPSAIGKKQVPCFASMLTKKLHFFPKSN
SIRT5 inh: sirtuin-5 (human) deacylase inhibition. AID 652115. Purified SirT5, succinyl-peptide AMC, trypsin-coupled fluorescence. inhibition, % at 15 µM. Q9NXA8. 1.1% of 330,000 active; in the data active means inhibition above about 15%
Target sequence (Q9NXA8 whole entry, looked up): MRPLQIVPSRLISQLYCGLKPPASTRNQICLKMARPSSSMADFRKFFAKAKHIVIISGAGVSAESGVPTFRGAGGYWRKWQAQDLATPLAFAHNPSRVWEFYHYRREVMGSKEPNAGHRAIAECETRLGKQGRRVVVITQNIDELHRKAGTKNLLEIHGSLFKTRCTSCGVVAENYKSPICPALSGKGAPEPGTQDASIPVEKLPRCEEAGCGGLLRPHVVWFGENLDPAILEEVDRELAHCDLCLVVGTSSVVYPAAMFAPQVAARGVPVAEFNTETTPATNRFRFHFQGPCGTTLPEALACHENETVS
esBAF inh: SWI/SNF esBAF complex inhibition | mouse ES cells, Bmi1-luciferase knock-in reporter, 24 h; 100% = twice the neutral-well signal | AID 602393 | 2% of 350,000 active | reporter increase, % at 12.5 µM; in the data active means activation above about 40%;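 further: 0% = median of the plate's neutral control wells and 100% = double that signal; a rise in the Bmi1 reporter signal indicates esBAF inhibition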
C2C12 statin: suppression of simvastatin myotoxicity. C2C12 myotubes + simvastatin, ATP luminescence, 48 h; scaled: DMSO 0, geranylgeraniol control 100. AID 602340. rescue of ATP level, % at 7.49 µM. 0.78% of 330,000 active;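 active means mean ATP rescue above about 67%, or every replicate alone reaching that limit, limit read from the data, passing the limit was not always enough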;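 further: myotubes were challenged with 10 µM simvastatin during compound exposure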
FN deposit inh: fibronectin deposition inhibition; AH1F fibroblasts, Alexa488-fibronectin deposition fluorescence, overnight; inhibition, % at 12.6 µM; 0.086% of 350,000 active; AID 743247;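 active means mean inhibition across replicates of 30% or more, regardless of how many single replicates reach that level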;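 further: positive control wells lacked labelled fibronectin entirely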
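Assay system: AH1F fibroblast monolayer, labelled fibronectin deposition. Amount: 10000 cells per well. Also added: labelled fibronectin 24 nM. Compound: single-point pinned compound. Incubation: cell attachment 1 h, compound and FN exposure overnight. Detection: fluorescence after three HBSS washes, excitation 485 nm, emission 525 nm. Read-out: inhibition of fibronectin deposition signal.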
LGR2 antag: inhibitors of bursicon-induced Drosophila LGR2 receptor cAMP signaling. HEK293 LGR2, CRE-luciferase, bursicon-stimulated, 4 h. inhibition, % at 9.99 µM. 0.35% of 380,000 active. AID 720647;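 active means drop in luminescence signal, shown as inhibition above about 50% in the replicate tests, limit read from the data, passing the limit was not always enough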;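 further: agonist challenge used bursicon conditioned medium at about half maximal strength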
Starred values were filed as active, the others as inactive; . = no result given. Some of the compounds tested. The share of hits here may be higher or lower than overall.

1. Cc1ccc(N(CC(=O)NC2CCCCC2)C(=O)Cn2nnc(-c3ccc(C)o3)n2)cc1
2. COc1cccc(N2C(=O)CC(NNC(=O)c3cccs3)C2=O)c1 (configuration not stated)
3. C=CCN=C1N[C@@H](c2cccc(C(F)(F)F)c2)C(C(=O)OC)=C(C)N1CC
4. NC1=NC(=O)/C(=C\c2cc([N+](=O)[O-])ccc2Cl)S1
5. Cc1csc(NC(=O)c2ccncc2)n1
6. COCCCN(C(=O)Cc1csc(-c2cccc(Cl)c2)n1)c1c(N)n(Cc2ccccc2)c(=O)[nH]c1=O
7. Cc1cccc(OCC(=O)Nc2nnc(S(=O)(=O)N3CCC(C)CC3)s2)c1
8. CC(=O)C1=C(O)C(=O)N(Cc2ccccc2)C1c1ccc(F)cc1 (configuration not stated)
9. Cc1cccc(C)c1NC(=O)CN(C)C(=O)CSC(=S)N1CCCC1
10. COc1ccc(NC(=O)c2cc(-c3ccccn3)nc3ccccc23)cc1S(=O)(=O)N(C)C
entry no.	1	2	3	4	5	6	7	8	9	10
S100A4 inh HTS	-16	12	-5	3	-2	0	1	-3	-9	-24
CASP6 VEID inh	8	-1	.	1	-6	-1	1	-2	1	-4
SIRT5 inh	-2	14	.	0	-1	-2	8	-1	3	1
esBAF inh	3	.	-5	.	5	.	-8	-7	.	-3
C2C12 statin	9	.	-13	.	-3	21	-8	3	.	-18
FN deposit inh	-4	2	10	1	-10	.	6	-2	3	19
LGR2 antag	-5	.	20	5	-4	-11	.	3	3	-3

11. COc1ccc(S(=O)(=O)N(C)C[C@H]2Oc3ncc(-c4ccncc4)cc3C(=O)N([C@H](C)CO)C[C@H]2C)cc1
12. CC1CCCCN1C(=O)CN(C)S(=O)(=O)c1cccc2nsnc12 (configuration not stated)
13. Cc1cccnc1NC(=S)Nc1ccc(Cl)c(Cl)c1
14. COc1ccc(S(=O)(=O)Nc2ccc3c(c2)C(=O)N([C@H](C)CO)C[C@@H](C)[C@@H](CN(C)Cc2ccncc2)O3)cc1
15. CCOc1cc(C2C(C#N)=C(N)Oc3n[nH]c(-c4ccccc4)c32)ccc1O (configuration not stated)
16. O=C(O)c1cccnc1SCc1cn2cc(Br)ccc2n1
17. CCC(C)(C)C1CCc2[nH]nc(C(=O)NN)c2C1 (configuration not stated)
18. CCOc1ccc(-c2c(=O)n(OCc3nc4ccccc4[nH]3)c3ccccc3[n+]2[O-])cc1
19. CC1(C)c2[nH]c3ccccc3c2C[C@H]2C(=O)N(Cc3cccc(F)c3)C(=O)N21
20. Cc1ccc(C2(c3noc(CN(C)Cc4cnn(C)c4)n3)CCCC2)cc1
entry no.	11	12	13	14	15	16	17	18	19	20
S100A4 inh HTS	11	-5	-2	0	.	-3	1	-5	2	-2
CASP6 VEID inh	-1	-2	-3	2	.	4	-6	1	0	-4
SIRT5 inh	-5	1	-5	-2	.	2	-5	2	-1	-2
esBAF inh	15	-5	.	1	-4	2	.	.	-3	1
C2C12 statin	-2	12	.	4	16	6	.	.	1	1
FN deposit inh	-4	0	-2	-3	-1	2	-7	-20	-3	-5
LGR2 antag	-2	6	-40	2	.	-1	.	-50	-14	-12

21. C=CCNC(=S)N1CCN(c2ccc([N+](=O)[O-])cc2)CC1
22. Cc1nnc(NC(=O)C2CCN(S(=O)(=O)c3ccc(F)c(F)c3)CC2)o1
23. O=C1OC2C(O)COC23OC(O)CCC13O (configuration not stated)
24. COc1cc(NC(=O)Cn2ccsc2=N)cc(OC)c1
25. C[C@@H]1CCCCO[C@@H](CN(C)Cc2ccc(C(F)(F)F)cc2)[C@H](C)CN([C@H](C)CO)C(=O)c2cc(NC(=O)c3ccccc3)ccc2O1
26. O=C(C[C@@H]1CC[C@@H](NC(=O)c2ccc3c(c2)OCO3)[C@@H](CO)O1)NCc1ccc(Oc2ccccc2)cc1
27. COc1ccc(OC)c(-c2nc(C(N)=O)c3[nH]c(=O)n(-c4ccc(F)cc4)c3n2)c1
28. CCOC(=O)C(C)Sc1nc(N2CCOCC2)c2c(c1C#N)CC(C)(C)OC2 (configuration not stated)
29. Cc1nc2ccc(C(=O)N(C)Cc3ccccc3)cn2c1N(C)C(=O)CCc1ccccc1
30. COc1ccc(NC(=S)NC2CCCCC2)c(OC)c1
entry no.	21	22	23	24	25	26	27	28	29	30
S100A4 inh HTS	0	-3	0	-2	0	-8	3	7	3	-1
CASP6 VEID inh	2	-4	1	-3	1	0	-1	2	-2	-1
SIRT5 inh	1	-2	.	6	4	-3	-4	0	.	-2
esBAF inh	0	-2	.	-4	7	-10	-5	.	0	.
C2C12 statin	7	5	.	-4	.	20	0	.	-5	.
FN deposit inh	0	-2	0	-4	.	-2	-5	5	12	-1
LGR2 antag	-2	-13	10	9	-4	-17	-10	.	-3	1

3 entries from above, with two lines to a compound.
Sequence of screens: S100A4 inh HTS | CASP6 VEID inh | SIRT5 inh | esBAF inh | C2C12 statin | FN deposit inh | LGR2 antag
(30) COc1ccc(NC(=S)NC2CCCCC2)c(OC)c1
    -1 | -1 | -2 | . | . | -1 | 1
(22) Cc1nnc(NC(=O)C2CCN(S(=O)(=O)c3ccc(F)c(F)c3)CC2)o1
    -3 | -4 | -2 | -2 | 5 | -2 | -13
(28) CCOC(=O)C(C)Sc1nc(N2CCOCC2)c2c(c1C#N)CC(C)(C)OC2 (configuration not stated)
    7 | 2 | 0 | . | . | 5 | .

New compounds follow:
31. COc1cccc(S(=O)(=O)N2CCCCN3[C@H](CO)[C@H](c4ccc(C5=CCCCC5)cc4)[C@H]3C2)c1
32. COc1ccc(Cl)cc1NC(=O)c1cccc(N2C(=O)C3CC=CCC3C2=O)c1 (configuration not stated)
33. CC(=O)c1ccc(NC(=O)Cn2c(=O)oc3ccccc32)cc1
34. Cc1cc(OCC(=O)O)c2cccc(C)c2n1
35. Cc1ccc(S(=O)(=O)Nc2ccc3c(c2)C(=O)N([C@@H](C)CO)C[C@@H](C)[C@H](CN(C)C(=O)Nc2c(C)noc2C)OCCCC[C@@H](C)O3)cc1
36. O=C(O)CC1(CC(=O)NCc2ccc(Cl)cc2)CCCCC1
37. Cc1ccc(S(=O)(=O)Nc2ccc3c(c2)CC(=O)N([C@H](C)CO)C[C@H](C)[C@H](CN(C)S(=O)(=O)c2ccc(F)cc2)O3)cc1
38. CC1CCCCC1=NNC(=O)c1ccccc1 (configuration not stated)
39. C[C@@H]1CN([C@@H](C)CO)C(=O)c2cc(-c3cccnc3)cnc2O[C@@H]1CN(C)C(=O)C1CCCCC1
40. Nc1ncnc2c1ncn2[C@H]1C[C@H](O)[C@@H](CO)O1
entry no.	31	32	33	34	35	36	37	38	39	40
S100A4 inh HTS	.	-4	-9	.	-13	0	.	7	.	-5
CASP6 VEID inh	.	2	-13	.	-2	2	.	-3	.	-3
SIRT5 inh	.	-3	-2	.	-11	-2	.	.	.	1
esBAF inh	-6	-5	-1	3	1	-1	-3	16	-1	-3
C2C12 statin	-15	-2	3	15	.	5	20	2	-16	12
FN deposit inh	.	-3	2	4	-1	-2	.	-3	.	.
LGR2 antag	9	-7	-3	.	8	4	11	-4	-7	0

41. C[C@@H]1CCCCO[C@H](CN(C)C(=O)Nc2ccc(F)cc2)[C@@H](C)CN([C@@H](C)CO)C(=O)c2cc(NC(=O)C3CCCCC3)ccc2O1
42. CC(C)NC(=O)Nc1ccc2c(c1)C(=O)N([C@@H](C)CO)C[C@@H](C)[C@H](CN(C)C(=O)NC1CCCCC1)OCCCC[C@H](C)O2
43. COc1ccc(CNC(=O)C23CC4CC(CC(Br)(C4)C2)C3)cc1
44. Cc1cccc(N2C(=O)c3cccc(Oc4ccc(Cl)cc4)c3C2=O)c1
45. CC1(C)CC(=O)CC2(C1)NCC(c1ccccc1Cl)c1c2[nH]c2ccccc12 (configuration not stated)
46. CCOC(=O)c1ccccc1NC(=O)COC(=O)C(Cc1c[nH]c2ccccc12)NC(C)=O (configuration not stated)
47. O=C(COc1ccccc1Cl)Nc1ccc(Cl)cn1
48. CCc1ccc(C(C)(O)C(CN2CCOCC2)c2ccccc2)cc1 (configuration not stated)
49. CCCC(=O)Nc1ccc2c(c1)C(=O)N(C)C[C@@H](OC)[C@H](C)CN(C(=O)C1CCCC1)[C@@H](C)CO2
50. N#Cc1ccc(-c2ccc3c(c2)[C@H]2[C@H](CCN2S(=O)(=O)c2cccc(F)c2)[C@H](CO)N3)cc1
entry no.	41	42	43	44	45	46	47	48	49	50
S100A4 inh HTS	1	-3	5	-1	3	-8	.	-3	1	.
CASP6 VEID inh	0	6	-1	-3	9	-3	.	4	2	.
SIRT5 inh	6	4	0	-5	1	1	.	-7	-4	.
esBAF inh	0	6	-14	.	-3	.	30	-3	0	7
C2C12 statin	.	.	3	.	8	.	4	10	12	-15
FN deposit inh	.	.	-5	0	-10	6	4	-3	-8	8
LGR2 antag	7	-7	4	.	10	-4	.	3	-12	5

51. CO/N=C\CC(=O)Nc1ccc(Cl)cc1Cl
52. COc1ccc(S(=O)(=O)N(C)C[C@@H]2Oc3ccc(NS(=O)(=O)c4ccc(F)cc4)cc3C(=O)N([C@H](C)CO)C[C@H]2C)cc1
53. CC(Nc1ccc(Br)cc1)C(=O)NC(=O)NC1CCCCC1 (configuration not stated)
54. Cc1ccc(C)c(Cn2c(CN(C)Cc3ccccc3)nc3c2c(=O)n(C)c(=O)n3C)c1
55. Cc1cc(C)cc(N2C(=O)CSC2c2ccccn2)c1 (configuration not stated)
56. Oc1cccc2ccc(/C=C/c3cccs3)nc12
57. O=C(O)C1CCN(S(=O)(=O)N2CCOCC2)CC1
58. COc1ccc2[nH]cc(CCNC(=O)c3ccc4ccccc4n3)c2c1
59. CNC(=O)C[C@H]1CC[C@@H]2[C@@H](COc3ccc(NC(=O)C4CCCCC4)cc3C(=O)N2C)O1
60. Cc1ccc(S(=O)(=O)CC(=O)N2CCN(c3ccc(F)cc3)CC2)cc1
61. COc1ccccc1N1CCN(CCCCN2C(=O)c3ccccc3C2=O)CC1
62. Cc1nc2cc(C)c(C)cc2s1
entry no.	51	52	53	54	55	56	57	58	59	60	61	62
S100A4 inh HTS	7	-8	-3	-2	0	.	.	-2	.	-5	1	-1
CASP6 VEID inh	0	1	-8	2	-1	.	.	-2	.	1	-2	-3
SIRT5 inh	-3	-4	.	6	1	.	.	0	.	0	0	-2
esBAF inh	.	0	-4	1	.	-27	7	-5	2	2	5	.
C2C12 statin	.	17	-37	-1	.	-7	5	1	16	6	-6	.
FN deposit inh	-6	.	3	-3	-6	4	17	-1	-1	0	5	0
LGR2 antag	25	4	.	.	6	8	2	10	10	4	.	7
